Screening data as filed in PubChem.
b-catenin transl = modulators of beta-catenin nuclear translocation; HeLa beta-catenin nuclear translocation, immunofluorescence imaging; nuclear translocation activity, % at 5 µM; 0.3% of 190,000 active; AID 1665;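 active = nuclear translocation activity above 50% at 5 µM, with a well cell count of 50 or more; inconclusive = wells under 50 cells across six images, flagged as toxic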;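 also: per-cell ratio of nuclear to cytoplasmic median beta-catenin stain intensity; plate controls were DMSO negative control for no effect and GSK-3 inhibitor IX positive control for full effect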
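System: HeLa cells, endogenous beta-catenin; compound dosing: 5 µM primary single dose, 0.1% DMSO, 0.02–20 µM confirmation series; incubation: 24 h compound exposure at 37°C, 5% CO2; signal: beta-catenin immunofluorescence imaging with DAPI; evaluation: % activation, nuclear-to-cytoplasmic median beta-catenin signal ratio per cell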
MT stabilizer = stabilizes microtubules in HeLa cells; AID 2205; % tubulin-high responders, % at 10 µM; 0.83% of 200,000 active; HeLa tubulin immunostaining HCS, 24 h; share of cells brighter than vehicle mean+2SD;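 active = plate Z-score above 3 for both tubulin-high and condensed-nucleus cell shares, with cell loss under 80%, at 10 µM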;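 also: anti alpha tubulin signal scored within the nucleus-defined area of each cell; some results filed as inactive read as strong as hits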
Dynein cargo inh = dynein cargo transport inhibition; 3617.4 mouse cells, GR-EGFP nuclear translocation imaging; test concentration mostly 20 µM; stimulated with dexamethasone, 1 µM; active compounds read low; z-score, hits read low; 0.47% of 220,000 active;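 active = plate z-score of nuclear minus cytoplasmic receptor signal below a set negative limit, without overly bright fluorescence or cell loss, cut at about -3.5 in these data, passing the limit was not always enough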;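 also: z-score of nuclear minus cytoplasmic ring GR-EGFP intensity difference per well; some compounds called inactive have numbers as strong as hits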
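Buffer or medium: Induction medium lacking tetracycline, stripped serum | Also added: Dexamethasone agonist, 1.0 µM final, for 30 min | Timing: 48 h induction, 1 h compound, 30 min dex at 37 °C | Detection: Formaldehyde fixation, Hoechst nuclear stain, 10x automated fluorescence imaging | Measure: Nuclear versus cytoplasmic GR-EGFP signal, averaged per well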
Yfh1-off respiration = mitochondrial function rescue without frataxin homolog – Friedreich's ataxia, plus single-dose screen, dose response (AID 1465); S. cerevisiae Yfh1-off respiration, WST-1 reduction, 72 h; higher fold induction means a stronger effect; one-dose fold induction at 50 µM; EC50 in µM for titrated hits; 0.074% of 220,000 active;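 active = fold induction of absorbance versus untreated yeast above a set limit, then at least 30% activation at any dose in follow-up; inconclusive = repeats straddling the limit, or above it without dose testing; inactive = fold induction below the set limit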;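 also: activators that raise dye reduction in frataxin-depleted yeast; strong numbers were not always called active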
Lipid droplet = modulators of hepatic lipid droplet formation; AML12 mouse hepatocytes, oleate lipid droplets, BODIPY imaging; inhibition, % at 6.5 µM; 0.4% of 240,000 active; AID 1656;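 active = lipid droplet intensity inhibited by at least 50%, with more than 500 cells counted; inconclusive = wells with under 300 cells, treated as cytotoxic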
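Material – mouse AML12 hepatocyte cell line, fixed after treatment · Compound dosing – one dose, 6.5 µM compound · Times – compound with oleate, overnight · Measured by – Image-based BODIPY and DAPI two-channel analysis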
Insulin prom up = MIN6 insulin promoter up-regulation | AID 1625 | 0.3% of 190,000 active | z-score at 5 µM | MIN6 insulin promoter-GFP reporter, high-content imaging; active compounds read high;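 active = z-score above 3 at 5 µM with at least 500 cells counted in the well; inconclusive = wells under 500 cells, flagged as cytotoxic or low count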
NOD2 inhibition = NOD2 signaling inhibitors, cell-based, luminescence, uHTS, HEK293 (AID 1566); HEK293 NOD2/NF-kB luciferase reporter, luminescence; higher % means a stronger effect; inhibition, % at 4 µM; hits with a dose series show EC50 in µM; 0.63% of 290,000 active; in the data active = inhibition above about 50%; also: many of its hits are not listed in these tables
WT yeast gro inh = growth inhibition of WT yeast, mitochondrial fusion screen; mitochondrial fusion phenotypic screen, WT strain; AID 1362; inhibition, % at 10 µM; 2.1% of 190,000 active; in the data active = inhibition above about 58%; tested in S. cerevisiae
Autophagy mod = autophagy modulation, high-content screen | MEF GFP-LC3 puncta imaging; test concentration mostly 10 µM | calls only at 10 µM (by protocol) | 0.98% of 190,000 active;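 active = percentage of spot-positive cells more than 3 SD above its plate mean, without a fluorescence outlier flag or 80% toxicity; inconclusive = no clear call, values can overlap the other calls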;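 also: spot-positive cell cutoff set from DMSO-treated cells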
WT yeast gro inh mutant strain = recorded beside WT yeast gro inh, whose call it bears; inhibition, %; mitochondrial fusion phenotypic screen, mutant strain inhibition
Dynein cargo inh cytoplasmic EGFP = further read-out of Dynein cargo inh, marked with its call; z-score; measured here: cytoplasmic GR-EGFP intensity; active compounds read high
Dynein cargo inh nuclear GR-EGFP = also measured in Dynein cargo inh; calls as there; z-score; measured here: nuclear GR-EGFP intensity;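 lower value marks the stronger effect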
Dynein cargo inh cell count = further read-out of Dynein cargo inh, marked with its call; z-score; measured here: cell count per field
Insulin prom up cell count = recorded beside Insulin prom up, whose call it bears; cell count; measured here: cytotoxicity, nuclei count;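 total cells summed across four imaged fields per well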
Lipid droplet cells 6.5 µM = further read-out of Lipid droplet, marked with its call; cell count; measured here: cell count, cytotoxicity flag;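 cells counted across two imaged fields per well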
b-catenin transl cell count 5 µM = recorded beside b-catenin transl, whose call it bears; cell count; measured here: cell count, cytotoxicity flag
MT stabilizer Hoechst-high % = second read-out of MT stabilizer, no call of its own (marks repeat the call); % Hoechst-high responders; measured here: nuclear condensation Hoechst responders;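 share of cells brighter than vehicle mean plus two SD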
MT stabilizer cytotoxicity % = also measured in MT stabilizer; calls as there; toxicity, %; measured here: cytotoxicity by cell density;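 0% = mean cell density of plate MIN control wells and 100% = no cells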
Autophagy mod cell loss 18 h = second read-out of Autophagy mod, no call of its own (marks repeat the call); toxicity, %; measured here: cell loss, nuclei count;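 cell loss after 18 h compound exposure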
Starred values were filed as active, the others as inactive; i = inactive; ? = inconclusive; / = no result given. This is a subset; the hit share may differ from the screen's.

SMILES	b-catenin transl	b-catenin transl cell count 5 µM	MT stabilizer	MT stabilizer Hoechst-high %	MT stabilizer cytotoxicity %	Dynein cargo inh	Dynein cargo inh cytoplasmic EGFP	Dynein cargo inh nuclear GR-EGFP	Dynein cargo inh cell count	Yfh1-off respiration	Lipid droplet	Lipid droplet cells 6.5 µM	Insulin prom up	Insulin prom up cell count	NOD2 inhibition	WT yeast gro inh	WT yeast gro inh mutant strain	Autophagy mod	Autophagy mod cell loss 18 h
C/C=C(\C)C(=O)NCCN1C2=NC[C@H](Cc3ccc(O)cc3)N2C[C@H]1Cc1ccc(O)cc1	-0.6	1060	1.4	0.9	2.3	-0.63	-0.23	-0.11	0.055	i	-2	745	0.55	1355	-18%	-4	-4	i	20
Cc1cc(C)c(COc2ccc(/C=N/n3c(C)n[nH]c3=S)cc2)c(C)c1	0.0	1289	1.4	3.4	8.3	-0.59	-0.22	-0.14	-0.42	i	-15	475	-0.62	983	0%	91*	63*	i	10
CCOC(=O)N1CCC(NC(=O)CS(=O)(=O)Cc2nc(-c3ccccc3C)oc2C)CC1	-2.1	1134	8.4	1.6	11	-0.56	-0.19	0.035	0.48	i	3	665	-0.17	1504	3%	1	10	i	-9
CC(=O)C(Sc1nn(C)c(=S)s1)C(=O)Nc1ccccc1 (stereo not drawn)	-3.8	940	8.2	3.4	5.9	-1.3	-0.2	-0.59	0.81	i	/	/	-0.49	1205	2%	-15	-10	i	4
COc1cc(/C=C(\C#N)C(=O)N2CCOCC2)ccc1OCc1ccccc1	-2.7	1076	3.1	2.7	7.5	0.5	-0.28	0.51	-0.41	i	4	677	0.56	1241	11%	-25	11	i	2
Cc1ccccc1Cn1c(=O)[nH]c2ccccc21	-0.5	1177	/	/	/	0.11	-0.67	0.46	-0.79	i	7	696	0.42	797	5%	4	1	/	/
CC1(C)Cc2c(sc(NC(=O)c3ccc4ncsc4c3)c2C(N)=O)C(C)(C)N1	0.5	1140	2.1	1.5	6.5	-0.69	-0.12	-0.39	0.24	i	-17	697	0.32	1301	6%	-9	-7	i	8
Cc1nc(NCCc2ccccc2F)c(C#N)c(C)c1[N+](=O)[O-]	4.9	1016	1.9	1.5	6.5	-0.33	-0.16	0.31	0.64	i	-27	598	-0.34	1811	-5%	-4	0	i	6
Cc1cc(C)n2nc(SC3CCCCN(C(=O)c4ccc(F)cc4)C3=O)nc2n1 (stereo not drawn)	0.0	1370	1.6	2.7	6.8	-0.18	-0.19	0.12	-0.25	i	/	/	0.28	1652	6%	-6	1	i	13
Nc1ccccc1SC1CC(=O)N(Cc2ccccc2)C1=O (stereo not drawn)	1.4	1010	1.5	1.7	0.2	-0.99	-0.27	-0.46	0.59	i	4	766	-0.2	1143	0%	4	3	i	20
Cc1ccc(C(O)P(=O)(OC(C)C)c2ccc(N(C)C)cc2)cc1 (stereo not drawn)	0.2	1303	/	/	/	-0.45	-0.19	-0.25	0.61	i	-3	752	-0.28	963	10%	/	/	/	/
CC(CCc1ccccc1)NC(=O)CN1CCN(c2ccc(O)cc2)CC1 (stereo not drawn)	-0.8	1011	3.0	2.2	5.4	0.34	-0.15	-0.076	-0.083	i	13	636	-0.14	1621	-31%	-11	-17	i	10
Cc1ccc(C#CC[N+]2(C)CCCCC2)cc1	1.6	1290	/	/	/	0.76	-0.24	0.55	-0.53	i	7	739	-0.05	1034	-5%	/	/	/	/
O=C(Cn1cnc2ccccc21)Nc1ccc(SC(F)F)cc1	4.4	973	2.0	3.1	0.1	-0.58	-0.18	-0.91	0.29	i	27	690	-2.8	739	18%	-4	12	i	22
CCOC(=O)c1c(NC(=S)N2CCN(C)CC2)sc2c1CCN(C(=O)OCC)C2	1.1	1333	/	/	/	-3.4	0.54	-2.2	0.33	i	1	709	-0.8	909	12%	/	/	/	/
COc1ccccc1N1CCN(/N=C\c2ccc(C)o2)CC1	-1.3	1330	1.7	1.6	7.5	1.3	-0.17	0.11	0.14	i	/	/	1.5	1429	-56%	-9	-2	i	18
CCCOc1ccc2cc(-c3ccccn3)c(=O)oc2c1	-3.2	544	2.9	3.2	2.4	-0.086	-0.31	-0.31	0.16	i	-5	699	-0.08	1457	-25%	38	17	i	-45
COc1ccc2c(c1)Sc1ccccc1N2CCN(C)C	/	/	3.2	1.2	0.8	0.23	-0.083	-0.55	0.45	i	26	665	/	/	-1%	15	26	i	5
C#CC[N+]1(CC#Cc2ccc(C#CC[N+]3(CC#C)CCOCC3)cc2)CCOCC1	-2.1	542	2.3	2.2	7.5	-0.25	-0.26	0.041	0.95	/	-4	729	/	/	10%	-9	1	i	1
O=C(c1ccccc1)c1cccn1CC(=O)N1CCN(c2ccc(F)cc2)CC1	2.6	1332	8.4	1.8	6.2	0.41	-0.29	0.52	-0.58	i	/	/	-0.25	1347	2%	-5	-9	i	2
CCOc1ccc(CNC(=O)CCn2c(=O)oc3ccccc32)cc1OC	-3.3	966	1.1	1.8	5.6	-0.28	-0.14	-0.12	0.23	i	/	/	0.2	1425	17%	-14	-6	i	-35
CS(=O)(=O)Nc1ccc(S(=O)(=O)NCCc2ccccc2)cc1	/	/	2.0	0.8	0.6	-0.35	-0.19	-0.14	-0.56	i	-1	741	/	/	-16%	8	-2	i	-3
O=C(c1cnn2c(C(F)F)cc(-c3ccccc3)nc12)N1CCc2ccccc2C1	-1.0	982	2.2	3.3	4.1	-0.56	0.53	-0.24	0.13	i	-1	676	-0.44	1532	16%	78*	70*	i	7
CCCCNC(=O)Nc1cnn(CC)c1C(N)=O	-0.7	950	1.9	1.7	6.8	-0.12	-0.15	0.18	0.045	i	5	690	0.63	1892	10%	-1	5	i	3
O=c1[nH]nc(SCc2ccccc2)c(=O)[nH]1	-1.6	963	3.8	3.0	6.0	-0.4	-0.22	-0.43	0.39	i	-34	617	-0.25	1302	-9%	-11	18	i	2
CC(C)C(=O)Nc1ccccc1N1CCN(S(C)(=O)=O)CC1	0.1	1066	1.8	0.4	45	-0.72	-0.26	-0.1	0.2	i	-35	668	0.01	1719	9%	-8	5	i	-4
CCC(C)(C)NC(=O)CN(C(=O)c1snc(C(N)=O)c1N)c1ccc2c(c1)OCCO2	0.0	1194	4.0	3.0	16	0.87	-0.26	0.84	-1.3	i	-1	739	-1.8	973	7%	73*	12*	i	82
COC(=O)c1[nH]c2ccccc2c1NC(=O)CN1CCN(Cc2ccc3c(c2)OCO3)CC1	1.6	1062	6.8	4.0	6.3	1.4	-0.28	0.6	-0.22	i	-23	670	0.35	682	-15%	12	13	i	11
Cc1c(Cl)cccc1NC(=O)COC(=O)CN1C(=O)NC(C)(C)C1=O	-0.3	1302	/	/	/	-0.83	-0.82	-0.75	0.98	i	-12	630	0.26	979	9%	/	/	/	/
CCn1c(NN)nc2sc3c(c2c1=O)CCC3	/	/	1.7	1.2	2.8	1.3	-0.21	0.87	-0.63	?	2	750	0.31	1128	9%	-4	9	i	-14

An excerpt from above, showing only Autophagy mod, Dynein cargo inh nuclear GR-EGFP and NOD2 inhibition.
mol | Autophagy mod | Dynein cargo inh nuclear GR-EGFP | NOD2 inhibition
CC(=O)C(Sc1nn(C)c(=S)s1)C(=O)Nc1ccccc1 (stereo not drawn) | i | -0.59 | 2%
COc1cc(/C=C(\C#N)C(=O)N2CCOCC2)ccc1OCc1ccccc1 | i | 0.51 | 11%

Additional records follow:
SMILES	b-catenin transl	b-catenin transl cell count 5 µM	MT stabilizer	MT stabilizer Hoechst-high %	MT stabilizer cytotoxicity %	Dynein cargo inh	Dynein cargo inh cytoplasmic EGFP	Dynein cargo inh nuclear GR-EGFP	Dynein cargo inh cell count	Yfh1-off respiration	Lipid droplet	Lipid droplet cells 6.5 µM	Insulin prom up	Insulin prom up cell count	NOD2 inhibition	WT yeast gro inh	WT yeast gro inh mutant strain	Autophagy mod	Autophagy mod cell loss 18 h
CC(C)(C)c1nc2ccccc2c(=O)n1N1C(=O)c2ccccc2C1=O	/	/	29*	14*	38*	0.4	-0.22	0.19	0.31	i	-6	766	/	/	18%	29	15	i	2
COC(=O)c1c(NC(=O)CSc2nc3nc(C)cc(C)n3n2)sc(C)c1C	2.4	954	2.9	3.5	6.3	0.33	-0.28	-0.26	0.52	i	22	678	-0.15	1434	8%	12	6	i	-2
O=C(NCCCN1CCCCC1)c1ccc2c(c1)NC(=O)C(N1CCOCC1)S2 (stereo not drawn)	0.6	1415	3.0	3.2	2.5	0.1	-0.22	-0.85	-0.22	i	/	/	-0.03	1479	15%	7	6	i	-6
Oc1ccccc1N=Nc1nc(-c2ccccc2)c(-c2ccccc2)[nH]1	3.6	789	3.5	0.5	19	-1.9	0.43	-0.78	0.79	i	-71	434	-5.9	518	15%	-11	-4	i	28
COc1ccccc1/C=C/C=N/n1c(-c2ccncc2)n[nH]c1=S	-0.3	1020	4.9	10	0.7	-0.7	-0.26	-0.78	0.81	i	-4	638	-0.12	1262	-1%	4	-12	i	2
C=CCc1cccc2cc(C(=O)NCCOC)c(=O)oc12	-0.6	1521	5.5	1.3	4.0	0.46	-0.35	-0.069	-0.83	i	0	718	0.02	1493	6%	-13	6	i	2
